AID2073 – inhibitors of Mint1-CaV2.2 protein interaction, biochemical, HTRF (AID 2073); inhibition, % at 20 µM; hits with a dose series show IC50 in µM; HTRF protein-protein interaction, Mint1-CaV2.2; higher % means a stronger effect; actives 0.19% (n = 290,000); in the data active = inhibition mostly above about 51%, no sharp cut-off; inconclusive = no clear call, values can overlap the other calls; inactive = mostly below about 53%; also: some results filed as inactive read as strong as hits
Dengue-2 NS5 capping – Dengue-2 NS5 methyltransferase inhibitors, primary screen, biochemical, confirmation dose response (AID 588689). Dengue-2 NS5 methyltransferase capping enzyme assay, biochemical; higher % means a stronger effect. inhibition, % at 25 µM, or IC50 in µM where a hit was titrated. actives 0.3% (n = 340,000); in the data active = a potency from the dose series; inconclusive = inhibition above about 29% without an active follow-up result
NTR1 ag – agonists of NTR1, primary screen, imaging, U2OS cells, beta-arrestin-GFP, high content (AID 493036); actives 0.17% (n = 330,000); NTR1-U2OS beta-arrestin-GFP spot imaging, agonist mode; activation, % at 20 µM; P30989;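 active = activation at or above 40% of the spot to cytoplasm intensity ratio, with at least 20 cells analyzed; inconclusive = wells under 20 cells, flagged as cytotoxic or low count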;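 also: 0% = DMSO without peptide and 100% = 100 nM NTR1 peptide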
Target sequence (P30989 whole entry, looked up): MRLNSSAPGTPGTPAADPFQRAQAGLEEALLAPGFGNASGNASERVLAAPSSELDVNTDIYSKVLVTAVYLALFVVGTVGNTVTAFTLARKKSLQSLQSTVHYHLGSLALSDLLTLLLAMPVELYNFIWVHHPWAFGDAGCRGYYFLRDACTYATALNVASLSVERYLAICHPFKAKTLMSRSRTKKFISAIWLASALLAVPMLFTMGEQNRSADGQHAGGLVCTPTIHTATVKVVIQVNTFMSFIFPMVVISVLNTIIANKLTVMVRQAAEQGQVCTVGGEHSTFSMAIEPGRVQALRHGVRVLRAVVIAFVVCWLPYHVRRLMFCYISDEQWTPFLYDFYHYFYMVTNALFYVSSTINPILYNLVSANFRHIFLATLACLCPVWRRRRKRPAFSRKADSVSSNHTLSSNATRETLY
West Nile virus CPE – West Nile virus antiviral activity, cell-based, CPE readout (AID 1621). CPE inhibition, % at 10 µM, or IC50 in µM where a hit was titrated. actives 0.02% (n = 290,000). West Nile virus-infected cells, CPE inhibition; higher % means a stronger effect; in the data active = a potency from the dose series; inconclusive = CPE inhibition mostly from about 3.7% at the one dose, without a potency; inactive = the rest, 99 in 100 with CPE inhibition below about 2.2%; also: strong numbers were not always called active
SV40 large T antigen – TAg ATPase/helicase activity blockers – biochemical (AID 1903); SV40 large T antigen ATPase/helicase inhibition assay; higher % means a stronger effect; one-dose inhibition, % at 20 µM; IC50 in µM for titrated hits; actives 0.39% (n = 310,000); in the data active = a potency from the dose series; inconclusive = inhibition mostly from about 32% at the one dose, without a potency; inactive = the rest, 99 in 100 with inhibition below about 32%; also: strong numbers were not always called active
Rac1 GTP hydrolysis – MgcRacGAP GTPase-activating activity inhibitors, confirmation, biochemical, ADP Hunter fluorescence. MgcRacGAP-stimulated Rac1 GTP hydrolysis, ADP Hunter fluorescence; higher % means a stronger effect; GST-tagged Rac1 F28L mutant substrate. AID 624330. one-dose inhibition, % at 30 µM; IC50 in µM for titrated hits. actives 0.6% (n = 340,000);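 active = first-screen hits whose inhibition reached a set limit at any dose in the follow-up dose series; inconclusive = inhibition above the set first-screen limit but never retested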;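 also: fluorescence reports GDP produced by GAP-driven GTP hydrolysis; strong numbers were not always called active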
SIAH1 antagonists – blockers of Siah-1 interaction with plectin peptide – biochemical, fluorescence polarization, rhodamine-plectin, uHTS, primary screen (AID 1817) | Siah-1 / rhodamine-plectin peptide fluorescence polarization; higher % means a stronger effect | one-dose displacement, % at 20 µM; IC50 in µM for titrated hits | actives 0.02% (n = 290,000);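 active = displacement of at least 50% at 20 µM, with a fluorescence ratio check between 0.3 and a set limit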;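 also: plate controls were Siah plus tracer with DMSO for no effect and tracer alone without Siah for full effect; strong numbers were not always called active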
RSV antiviral HEp-2 – RSV antiviral activity via CPE protection, HEp-2 cells, primary 10 µM value included (AID 2391) | HEp-2 cells, RSV-induced CPE inhibition; higher % means a stronger effect | CPE inhibition, % at 10 µM, or IC50 in µM where a hit was titrated | actives 0.13% (n = 310,000); in the data active = a potency from the dose series; inconclusive = CPE inhibition mostly from about 23% at the one dose, without a potency; inactive = the rest, 99 in 100 with CPE inhibition below about 21%; also: strong numbers were not always called active
UTI89 phage lysis – protection from phage-mediated lysis, alamar blue read-out – E. coli UTI89, K1F phage, bacterial capsule biogenesis inhibitors (AID 488966); E. coli UTI89 K1F phage lysis, alamar blue, 2 h; higher % means a stronger effect; one-dose inhibition, % at 100 µM; IC50 in µM for titrated hits; actives 0.02% (n = 340,000);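 active = phage lysis inhibition, versus mean bacterial control, above a set limit; inconclusive = no clear call, values can overlap the other calls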;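 also: capsule biogenesis inhibitors block K1F phage lysis so surviving cells raise fluorescence; higher fluorescence means more inhibition of phage lysis; actives were called in the ten point dose series up to 300 µM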
NTR1 ag cell count 20 µM – also measured in NTR1 ag; calls as there; cell count; measured here: cell count, cytotoxicity flag
Dengue-2 NS5 capping pilot replicate – recorded beside Dengue-2 NS5 capping, whose call it bears; inhibition, %; measured here: pilot screen replicate inhibition
An asterisk follows results filed as active; i = inactive; ? = inconclusive; / = not tested or not shown; [ ] = dose if it differs, or a comment.

SMILES | AID2073 | Dengue-2 NS5 capping | NTR1 ag | NTR1 ag cell count 20 µM | West Nile virus CPE | SV40 large T antigen | Rac1 GTP hydrolysis | SIAH1 antagonists | RSV antiviral HEp-2 | UTI89 phage lysis | others
Cc1ccc(S(=O)(=O)N2CC=C(C(=O)NC3CCCC3)CC2)cc1 | -10% | -2% | 0.9 | 60 | -0.3% | 10% | 9% | 0% | 1.6% | 0.3%
Cc1ccc2nc(N(CCN(C)C)C(=O)c3ccc4c(c3)OCCO4)sc2c1 | -1% | -3% | -0.3 | 59 | -0.1% | 26% | 6% | 4% | -0.2% | 0.1%
CCCc1ccc(Oc2cn[nH]c2-c2ccc(O)c(C)c2O)cc1 | 14% | 1% | 8.3 | 64 | -0.6% | / | 7% | 0% | -1.4% | 3.5%
O=S(=O)(Nc1ccccn1)c1ccc(Cl)cc1 | -3% | -1% | 0.6 | 84 | 0.7% | 12% | 10% | -2% | 1.3% | 0.9%
CCn1cc(C(=O)NCC2CCCO2)c(=O)c2cc(S(=O)(=O)N3CCCCCC3)ccc21 (stereo not drawn) | 6% | -2% | 3.0 | 71 | ? | 10% | 3% | -2% | 0.6% | -0.2%
COCC1=C(C(=O)OC(C)OC(=O)OC(C)C)N2C(=O)[C@@H](NC(=O)/C(=N\OC)c3csc(N)n3)[C@H]2SC1 (stereo partly drawn) | / | -1% | 1.2 | 60 | 1.2% | 15% | -1% | / | 0.9% | i
CCCN1CCN(C(=O)c2oc3ccccc3c2NC(=O)COc2ccc(OC)cc2)CC1 | -1% | -8% | -0.9 | 8 | -0.1% | 11% | 0% | 11% | 0.0% | 0.6%
O=C(O)C1CCCN(S(=O)(=O)c2ccccc2[N+](=O)[O-])C1 (stereo not drawn) | 6% | -6% | -0.3 | 52 | 1.1% | 7% | 13% | 10% | 0.8% | 0.2%
Cc1ccc(NC(=O)OCCN2CCN(Cc3ccccc3)CCC2=O)cc1 | 22% | -7% | -4.4 | 50 | -0.4% | 3% | 8% | -4% | -1.6% | 4.1%
CCCSc1nsc(N)n1 | -11% | -11% | 1.1 | 68 | 0.7% | 7% | -4% | -1% | 0.7% | -8.4%
O=C(Nc1ccc(F)cc1)C1CCCO1 (stereo not drawn) | 1% | 8% | -1.6 | 73 | 0.0% | 22% | 12% | -5% | 1.3% | 0.2%
COc1cc(NC2c3ccccc3C(=O)N2Cc2ccccc2Cl)cc(OC)c1OC (stereo not drawn) | -9% | -4% | 2.4 | 60 | 0.5% | 12% | 5% | 0% | 2.4% | 0.3%
CCNC(=S)N/N=C(\C)c1ccc2ccccc2c1OC(F)F | -20% | -4% | 6.3 | 58 | -1.3% | 6% | 4% | 10% | 7.9% | 0.1%
CC(C)(C)c1ccc(S(=O)(=O)Nc2cccnc2)cc1 | 18% | 6% | -1.3 | 59 | -0.3% | 9% | -1% | -1% | 0.0% | 5.9%
COc1cc(/C=C/C(=O)OCC(=O)NC(=O)C2COc3ccccc3O2)ccc1OC(F)F (stereo not drawn) | / | 6% | -0.6 | 49 | / | / | 9% | / | / | -1.5%
CCOc1ccc(N2C(=O)CC(N(CCc3ccc(S(N)(=O)=O)cc3)C(C)=O)C2=O)cc1 (stereo not drawn) | -4% | -2% | 1.0 | 58 | 1.1% | 13% | -5% | 7% | -0.9% | 0.1%
COc1cccc(C(=O)Nc2ccc3c(cc2=O)[C@@H](NC(C)=O)CCc2cc(OC)c(OC)c(OC)c2-3)c1 | 2% | -7% | 2.3 | 49 | -0.3% | 1% | / | -2% | 22% | -1.5%[50 µM]
COC(=O)Cc1ccc(OCC(=O)NC2CCCC2)cc1 | / | -4% | -0.2 | 52 | / | / | 7% | / | / | 1.0%[50 µM]
CC(=O)Nc1ccc(NC(=O)C(C)OC(=O)CNS(=O)(=O)c2cccc(Cl)c2)cc1 (stereo not drawn) | -4% | -2% | -1.6 | 38 | 0.9% | -3% | 4% | 2% | 0.1% | 0.2%
Cc1cc(C)c2[nH]c(=S)cc(C)c2c1 | -44% | -7% | 3.7 | 70 | 1.6% | 1% | 4% | 5% | 2.9% | 0.1%
CN1CCN(CCP(=O)(c2ccccc2)c2ccccc2)CC1 | 2% | -7% | 1.3 | 56 | 0.1% | 6% | 3% | 3% | -1.0% | 0.0%
CCN(C(=O)CN1CCN(C)CC1)c1c(N)n(Cc2ccccc2)c(=O)[nH]c1=O | / | 1% | -1.3 | 54 | / | / | 3% | / | 0.0% | 0.5%[50 µM]
COCCOC(=O)c1c(C)oc2ccc(OC(=O)c3cccs3)cc12 | -3% | 3% | 6.4 | 83 | -0.3% | 15% | 4% | -2% | 3.2% | 0.6% | Dengue-2 NS5 capping pilot replicate=2.0
Cc1oc(-c2cccc(Cl)c2)nc1CS(=O)(=O)CC(=O)NC1CC1 | 4% | -11% | -0.1 | 68 | -0.2% | / | -28% | 1% | 3.4% | -0.3%
CC(=C/c1ccccc1)/C=N/N1CCN(Cc2ccc(C)cc2)CC1 | -6% | -6% | 3.5 | 49 | -0.1% | 13% | 8% | 2% | 6.5% | 0.9%
C=C(C)C(=O)N1CC2(CC(c3cccc(NC(=O)c4ccccc4)c3)=NO2)C[C@@H]1C(N)=O (stereo partly drawn) | -1% | -4% | -3.8 | 59 | -0.7% | 4% | 12% | 0% | 0.9% | 3.1%
COC(=O)C1=C(C)N(C)C(=O)/C1=C\c1cccs1 | -4% | -1% | 0.6 | 42 | -0.6% | 5% | 6% | -2% | 0.4% | 4.1%
C[C@H](NC(=O)c1nc[nH]c1C(=O)NCC(=O)OC(C)(C)C)C(=O)OCc1ccccc1 | 1% | -6% | 12 | 57 | -0.7% | 6% | 5% | 11% | 2.3% | -0.7%
CSc1ccc(/C=N/n2c(C)cc(C)cc2=O)cc1 | -2% | -5% | -0.3 | 75 | -0.1% | 5% | 3% | 0% | 4.3% | 0.4% | Dengue-2 NS5 capping pilot replicate=-0.5
CCOc1ccc(-n2c(-c3ccc(Br)cc3)c[n+]3c2CCCCC3)cc1 | 16% | -7% | 1.9 | 58 | -0.7% | -4% | 7% | 6% | -1.8% | -1.1%
COc1ccc(CN2CCN(Cc3ccc(CO)o3)CC2CCO)cc1C (stereo not drawn) | -4% | -10% | -0.4 | 62 | -0.4% | 36% | -11% | 3% | 3.5% | -0.5%
COC(=O)CSc1cc(C)nc2ccc(OC)cc12 | 4% | 0% | 4.0 | 97 | 0.2% | -1% | 1% | -1% | 1.6% | -1.2%
CSc1nsc2nc(=O)c(/C=C3\C(C)=Nc4ccccc43)c(N)n12 | 15% | -6% | / | / | -0.7% | 14% | 5% | -7% | / | -0.1%
CCC(C)NC(=O)Cn1c(COc2ccc(Cl)cc2Cl)nc2ccccc21 (stereo not drawn) | 9% | 9% | -0.8 | 32 | -0.6% | 7% | 0% | 7% | 0.7% | 0.7%
O=C(Nc1ccccn1)c1ccc(C(=O)Nc2ccccn2)cc1 | 14% | -1% | -0.8 | 75 | 2.8% | 12% | -7% | 4% | 0.4% | -1.9%
CCOC(=O)N1CCN(C(=O)c2ccccc2NC(=O)COc2ccccc2)CC1 | 4% | -7% | 0.7 | 59 | -0.8% | 7% | 4% | 0% | 3.7% | 0.1%
COc1cccc(OC)c1C(=O)Nc1ccc(Br)c(C(=O)c2ccccc2)c1 | 3% | 2% | 3.9 | 67 | -1.2% | 7% | 5% | 2% | 16% | 0.4%
COc1cc(OC)c(NS(=O)(=O)c2cc(C(=O)OC(C)C(=O)NC3CC3)c(Cl)cc2Cl)cc1Cl (stereo not drawn) | 5% | 4% | 0.1 | 47 | -0.9% | 6% | -5% | 5% | 2.1% | 0.5%
CCC(C(=O)Nc1ccccc1-c1ccccc1)c1ccccc1 (stereo not drawn) | 10% | 5% | -0.8 | 54 | -0.3% | -2% | 16% | 3% | 19% | 3.4%
Cc1ccc([N+](=O)[O-])cc1S(=O)(=O)Nc1ccc(C(=O)N(C)C)cc1 | 0% | -1% | -0.2 | 40 | -0.2% | 24% | -1% | -7% | 0.9% | -0.8%
COCCn1c(-c2ccccc2)cnc1SCC(=O)Nc1cccc2ccccc12 | -14% | -4% | 7.5 | 47 | -0.7% | 2% | 8% | 0% | 15% | 2.5%
C=CCN1C(=O)c2ccccc2Sc2ccc(C(=O)NCCC)cc21 | 5% | -6% | -0.8 | 85 | -1.1% | 8% | 8% | 6% | 1.2% | 0.1%
Cc1cccc(NC(=O)c2csnn2)n1 | -12% | 4% | 6.2 | 48 | 0.1% | 24% | 7% | 0% | -1.0% | -0.5%
COc1cc(C2C(C(=O)N3CCOCC3)=C(C)NC3=C2C(=O)CCC3)ccc1OC(C)=O (stereo not drawn) | 13% | 1% | -0.3 | 40 | 0.4% | 7% | 8% | 0% | 1.2% | 4.2%
COc1c(OC(C)=O)ccc(/C=C/c2ccc3cccc(OC)c3n2)c1[N+](=O)[O-] | -3% | 3% | 18 | 77 | 1.0% | -14% | 8% | 13% | 49% | -1.7%[50 µM]
Cc1ccc2nc(NC(=O)CSc3ncnc4c3oc3ccccc34)sc2c1 | 13% | 1% | 2.4 | 54 | / | 15% | 4% | 4% | / | 1.0%
CCOc1ccc(C(C)=O)cc1CN1C(=O)C(=O)N(CC)C1=O | 10% | -13% | 2.3 | 25 | -0.3% | -1% | 5% | -1% | 1.0% | 0.0%
COc1ccc(C(=O)Nc2nc3ccccc3[nH]2)cc1OC | -2% | -6% | -0.5 | 76 | 1.0% | 13% | 9% | 7% | -0.8% | 1.0%
COC(=O)C(C)Sc1nnc(Cc2cc(=O)[nH]c(=O)[nH]2)n1-c1cc(C)ccc1C (stereo not drawn) | -1% | 2% | -1.9 | 69 | 0.0% | 8% | 2% | -2% | 1.3% | 3.9%
O=C(Nc1ccc2c(c1)OCCO2)c1cccnc1Oc1ccc(Cl)cc1 | 8% | -9% | 0.4 | 45 | -0.1% | 5% | 13% | 4% | 1.4% | 0.4%
O=C(CN1CCN(C(=O)CNC(=O)c2ccc3c(c2)OCO3)CC1)Nc1ccc(F)cc1 | / | -7% | -2.4 | 60 | / | / | 6% | / | 0.0% | 7.5%
